# RBX1-CUL1 inh – human ROC1-CUL1 E3 ligase inhibition; hit rate 0.6% among 140,000; P62877+Q13616; in vitro K48 di-Ub FRET, acceptor:donor ratio, 45 min; inhibition, % at 10 µM; in the data active = inhibition above about 25%
# Target sequence (P62877 whole entry, looked up): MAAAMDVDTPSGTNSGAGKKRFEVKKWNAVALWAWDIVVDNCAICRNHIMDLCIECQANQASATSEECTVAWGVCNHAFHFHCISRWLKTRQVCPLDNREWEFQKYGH
# Target sequence (Q13616 whole entry, looked up): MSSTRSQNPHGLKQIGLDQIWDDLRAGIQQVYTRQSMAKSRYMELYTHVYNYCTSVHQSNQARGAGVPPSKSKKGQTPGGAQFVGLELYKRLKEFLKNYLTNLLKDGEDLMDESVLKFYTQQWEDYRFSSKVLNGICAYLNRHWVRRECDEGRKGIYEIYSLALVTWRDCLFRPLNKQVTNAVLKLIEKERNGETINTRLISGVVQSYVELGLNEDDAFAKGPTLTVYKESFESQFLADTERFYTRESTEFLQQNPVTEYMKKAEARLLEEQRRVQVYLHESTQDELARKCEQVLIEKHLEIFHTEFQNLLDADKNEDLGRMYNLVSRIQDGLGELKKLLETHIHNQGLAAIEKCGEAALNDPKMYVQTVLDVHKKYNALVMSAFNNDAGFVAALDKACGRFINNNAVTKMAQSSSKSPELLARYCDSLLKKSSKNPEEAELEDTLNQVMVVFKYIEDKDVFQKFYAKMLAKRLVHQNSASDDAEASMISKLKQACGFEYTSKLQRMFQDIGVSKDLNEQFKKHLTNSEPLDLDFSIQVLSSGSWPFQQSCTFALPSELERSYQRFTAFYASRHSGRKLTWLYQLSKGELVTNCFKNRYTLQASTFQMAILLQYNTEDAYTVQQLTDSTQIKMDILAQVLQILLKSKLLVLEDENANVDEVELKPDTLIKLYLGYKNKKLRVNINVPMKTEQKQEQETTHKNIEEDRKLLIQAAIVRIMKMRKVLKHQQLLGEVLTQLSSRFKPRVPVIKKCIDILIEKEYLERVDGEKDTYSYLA
# * = called active by the depositor. An excerpt; the hit share may differ from the screen's.
# The opening 4 entries, ahead of the listing:
SMILES,RBX1-CUL1 inh
CCN(CC)S(=O)(=O)c1ccc(C(=O)C2C(=O)C(=O)N(CCCOC)C2c2ccccc2)cc1 (configuration not stated),-2
O=C(COc1ccc(Br)cc1)c1ccc(OC(=O)c2ccccc2)cc1,-10
O=C(c1ccccc1)N1CCN(CC(O)COc2ccc3ccccc3c2Br)CC1 (configuration not stated),-3
CCc1ccc(C(=O)NC2=NC(c3cc(OC)ccc3OC)CC(=O)N2)cc1 (configuration not stated),3

# Results, repeating the preview:
SMILES,RBX1-CUL1 inh
CCN(CC)S(=O)(=O)c1ccc(C(=O)C2C(=O)C(=O)N(CCCOC)C2c2ccccc2)cc1 (configuration not stated),-2
O=C(COc1ccc(Br)cc1)c1ccc(OC(=O)c2ccccc2)cc1,-10
O=C(c1ccccc1)N1CCN(CC(O)COc2ccc3ccccc3c2Br)CC1 (configuration not stated),-3
CCc1ccc(C(=O)NC2=NC(c3cc(OC)ccc3OC)CC(=O)N2)cc1 (configuration not stated),3
Cc1ccc(CNC(=O)c2c(-c3cccc(Br)c3)noc2C)o1,9
O=C(C1CCC1)N1CCCC(CCc2ccc(F)cc2F)C1 (configuration not stated),-2
Cc1noc(/C=C/c2ccco2)c1S(=O)(=O)N1CCC(C(=O)Nc2ccc(F)cc2F)CC1,-2
CSc1ccccc1C(=O)NC1CCCN(Cc2ccccn2)C1 (configuration not stated),5
Cc1ncc2c(c1-c1noc(-c3n[nH]c4c3CC(C)CC4)n1)CCNC2 (configuration not stated),-4
CCOc1ccc(-c2nonc2NC(=O)c2oc3c(C)c(C)ccc3c2C)cc1OCC,2
Cc1cc(C)cc(NC(=O)Cn2nnc(C(=O)Nc3cc(C)cc(C)c3)c2N)c1,4
CCC(=O)N1c2ccccc2CC1C(=O)N1CCN(c2cccc(Cl)c2)CC1 (configuration not stated),-5
CN1C(=O)C2C(=NC(=O)CC2c2ccccc2[N+](=O)[O-])N(C)C1=O (configuration not stated),8
Cc1ccc(CNC(=O)c2cc(=O)c3cc(C)ccc3o2)cc1,6
Cn1c(=O)c(=O)n(C)c2ccccc21,-7
CCCOc1ccc(-c2cc(C(=O)O)c3cccc(C)c3n2)cc1,3
CCSC1=NC(C)(C)C=C(C)N1c1ccccc1,-1
c1cc(-c2ccn[nH]2)[nH]n1,-7
CCN(CC)CCNC(=O)c1ccccc1NC(=O)NC1CCCCC1,2
O=c1c2ccccc2ncn1-c1ccccc1Br,1
CN(C)c1ccc(CNC(=O)C2CCN(c3nc4ccccc4[nH]3)CC2)cc1,6
Cc1ccc(OC(=O)c2cc(-c3ccc4c(c3)OCCO4)on2)c(C)c1,6
COCC(=O)Nc1cc(C(=O)N2CCCCC2c2nccn2C)c2c(c1)nc(C1CCC1)n2C (configuration not stated),2
Cc1cccc(OC(=O)CSc2nnc(-c3ccc4c(c3)OCO4)o2)c1C,-14
O=C(c1ccccn1)N1CCCC(CCc2c(F)cccc2F)C1 (configuration not stated),-11

# 4 consecutive entries already listed, quoted:
SMILES,RBX1-CUL1 inh
Cc1ccc(OC(=O)c2cc(-c3ccc4c(c3)OCCO4)on2)c(C)c1,6
COCC(=O)Nc1cc(C(=O)N2CCCCC2c2nccn2C)c2c(c1)nc(C1CCC1)n2C (configuration not stated),2
Cc1cccc(OC(=O)CSc2nnc(-c3ccc4c(c3)OCO4)o2)c1C,-14
O=C(c1ccccn1)N1CCCC(CCc2c(F)cccc2F)C1 (configuration not stated),-11

# Other entries.
SMILES,RBX1-CUL1 inh
COC1(OC)C(c2cccs2)C(C#N)(C#N)C1(OC)OC (configuration not stated),1
CC1(C)CC(=O)C2C(=NC3=C(C(=O)CC(C)(C)C3)C2Cc2ccccc2)C1 (configuration not stated),1
CCOc1cccc(C(=O)Nc2nnc(C3CCCCC3)s2)c1,4
CCCCSc1nnc2[nH]c(=O)cc(C)n12,-15
O=C(OC1CCc2[nH]c3ncccc3c2C1)c1ccccc1 (configuration not stated),0
CCOc1ccc(CNCc2cccnc2)cc1,-4
COc1ccc2c(c1)c1nc(N(C)C)nc3c1n2CCN3C,6
CCN(CC)C(=O)c1cc(C)nn1-c1nc(OC)cc(OC)n1,16
O=C1C(=O)N(CCN2CCOCC2)C(c2ccc(F)cc2)C1C(=O)c1ccccc1 (configuration not stated),-13
CC(C)(C)OC(=O)N1CCC(c2c(C(=O)NCCN3CCc4ccccc4C3)cnn2-c2ccc(F)cc2)CC1,12
Nc1ncnc(-c2ccccc2)c1-c1ccccc1,-4
CC1=C(C(=O)OC(C)(C)C)C(c2ccco2)C(C#N)C(=N)O1 (configuration not stated),0
CCOc1ccc(Cn2c(SCc3ccccc3F)nc3c2c(=O)n(C)c(=O)n3C)cc1OCC,-9
CCCCOCC(O)Cn1cnc2ccccc21 (configuration not stated),3
Cc1ccc(C(=O)O)cc1Nc1nc2ccccc2n2nnnc12,-9
CC(C)c1cc(C(C)C)c(S(=O)(=O)N2CCc3ccccc3C2)c(C(C)C)c1,2
Cc1ccc(S(=O)(=O)Nc2cccc(-c3cn4cccc(C)c4n3)c2)cc1,-2
O=C(NC1=NCCS1)c1ccccc1F,1
O=CN1CCCN(Cc2cccc(OCC(O)CN3CCOCC3)c2)CC1 (configuration not stated),1
COc1ccc(NC(=O)CN2C(=O)S/C(=C/c3cccn3-c3ccc(C)c(C)c3)C2=O)cc1,-2
O=C(CSc1nnc(-c2ccccc2)n1-c1ccccc1)c1ccc(Cl)cc1Cl,13
COc1ccc(/C=C2\SC(=O)N(c3cccc(Cl)c3)C2=O)cc1Cl,3
COCC(=O)Nc1cc(C(=O)N2CCC(c3ccccc3)CC2)cc2ncn(CCc3ccccc3)c12,2
COc1cccc(OCc2nc(C(=O)NCc3ncc(C)[nH]3)co2)c1,0
CC(C)c1cc(N)cc(C(=O)O)c1O,3

# 5 records drawn at random from the list so far:
SMILES,RBX1-CUL1 inh
CCOc1ccc(CNCc2cccnc2)cc1,-4
O=C1C(=O)N(CCN2CCOCC2)C(c2ccc(F)cc2)C1C(=O)c1ccccc1 (configuration not stated),-13
COC1(OC)C(c2cccs2)C(C#N)(C#N)C1(OC)OC (configuration not stated),1
COc1ccc2c(c1)c1nc(N(C)C)nc3c1n2CCN3C,6
CCN(CC)C(=O)c1cc(C)nn1-c1nc(OC)cc(OC)n1,16

# Continued.
SMILES,RBX1-CUL1 inh
CCCOC(=O)c1ccc(Nc2nc3ccccc3nc2-n2nc(C)cc2C)cc1,-1
Cc1ccc(C(=O)Oc2ccccc2/C=N/NC(N)=S)cc1,9
COc1ccc(NC(=O)CN(c2ccccc2OC)S(C)(=O)=O)c(OC)c1,-1
Cn1c(COc2ccc3ccccc3c2)nnc1SCC(=O)Nc1ccccc1Cl,-2
COc1cccc(OCc2nc(C(=O)NC(C)c3nc(C)cs3)co2)c1 (configuration not stated),-6
COc1cccc(-c2nc3c(c(SCc4ccccc4)n2)Cc2c(CO)cnc(C)c2O3)c1,-9
Cc1nc(N(C)c2ccccc2)c2c(c1C)C(=O)NC2=O,2
Cc1cccc(C)c1NC(=O)CN1C(=O)S/C(=C/c2cc(C)n(-c3ccncc3)c2C)C1=O,-14
CCN1CCC(NC(=O)c2ccc(OC)c(OC)c2)CC1,0
COC(=O)c1ccc(NCN2C(=O)C(=O)c3ccccc32)cc1,-6
CCCCNC(=O)c1[nH]c2ccccc2c1Sc1ccc(C)cc1,7
CCOC(=O)c1cc(-c2ccccc2)n(CC(=O)NC2CCC(C)CC2)c1C (configuration not stated),1
CCC(O)Cn1ccc(-c2cccc(-c3cnccn3)c2)n1 (configuration not stated),8
COCCCNc1nc2c(S(=O)(=O)c3ccc(C)c(C)c3)nnn2c2ccc(Cl)cc12,-3
CC(C)(C)c1ccc(Oc2ccc(NC(=O)c3ccccc3F)cc2)cc1,0
COC(=O)C(C)Sc1ccc2nnc(CCNS(=O)(=O)c3ccc(C)cc3)n2n1 (configuration not stated),7
COc1cc(CNc2ccc(CNc3ncn[nH]3)cc2)ccc1OCc1ccccc1,-3
O=C(CNC(=O)Cc1ccccc1)NCC(=O)OCC(=O)c1ccc(F)cc1,-7
Cc1nc2ncnn2c(C)c1CCC(=O)NCc1cccc(Cl)c1,-11
Cc1cc(Br)ccc1NC(=O)CN1C(=O)c2cccnc2Sc2ccccc21,-2
O=S(=O)(Nc1ccc(Oc2ccc(NS(=O)(=O)c3cccs3)cc2)cc1)c1cccs1,-4
COc1cccc(-c2nc3cc(NC(=O)c4cc5ccccc5o4)ccc3o2)c1,10
Cc1ccc(SCCCCCSc2ccc(C)cc2)cc1,8
N#Cc1c(NC(=O)C23CC4CC(CC(C4)C2)C3)oc(-c2ccccc2)c1-c1ccccc1,-2
COC(=O)/C=C/c1nnc(-c2cc(OC)cc(OC)c2)o1,13

# More structures follow:
SMILES,RBX1-CUL1 inh
Cc1ccc(/C=C2\C(=O)NN(c3ccc(I)cc3)C2=O)cc1,63*
CCOc1ccc2nc(N3CCCC(C(=O)NCc4ccccc4Cl)C3)sc2c1 (configuration not stated),-1
c1ccc(CNc2cc(OCc3ccccc3)ccn2)cc1,-6
CCOC(=O)N1CCN(S(=O)(=O)Cc2ccc(Cl)cc2Cl)CC1,8
CCC[C@H]1c2ccccc2OC(=O)[C@@H]1C(=O)OCC,7
CCn1c(CN2CCN(c3ccccc3)CC2)nc2ccccc21,1
COc1cc(C)c(Br)cc1S(=O)(=O)N1CCCCC1C (configuration not stated),11
O=C(CSc1nc2ccccc2[nH]1)N1c2ccccc2CCc2ccccc21,2
O=C(O)COc1ccc(/C=N/NC(=O)C2CCCN2S(=O)(=O)c2ccc(Cl)cc2)cc1 (configuration not stated),4
CN(Cc1cnn(C)c1)C(=O)C1(N(C)CCc2ccccc2)Cc2ccccc2C1,-6
CC(C(=O)NCc1ccc(Cl)cc1)n1ccc2cc(S(=O)(=O)N3CCCC3)ccc21 (configuration not stated),-6
CC1(C)OC(C)(C)C(C=Nc2ccc3ccccc3c2)C1=O (configuration not stated),3
COc1ccc(C(=O)CSc2nc3c(nnc4ccccc43)c(-c3ccc(C)cc3)c2C#N)cc1,8
CC(=O)N1CCCc2cc(S(=O)(=O)N3CCCC(C(=O)Nc4cccc(F)c4)C3)ccc21 (configuration not stated),-2
CC(=O)Nc1ccc2nc3c(=O)[nH]c(=O)[nH]c3nc2c1,-1
Cc1c(NS(=O)(=O)c2ccccc2)cccc1C(N)=O,-3
CCCc1ccc(C(=O)NC2CCN(Cc3ccccc3)CC2)cc1,-1
COC(=O)C1C/C(=N\NS(=O)(=O)c2ccc(C)cc2)c2ccsc2C1 (configuration not stated),1
N#Cc1ccc(/C=C2/SC(=Nc3ccccc3)N(Cc3ccc(C(=O)O)cc3)C2=O)cc1,-2
O=C(NCCn1ccc2ccccc21)Nc1nn[nH]n1,2
O=C(c1ccncc1)N1CCN(C(=O)c2ccco2)CC1,-3
CCOCC(=O)Nc1cccc(SC)c1,-5
CCOc1cccc(C(=O)Nc2ccc(-c3nc4ncccc4o3)cc2C)c1,-7
COc1ccc(N=C(Nc2ccc(OC)cc2)SCc2ccccc2N(C)C)cc1,1
Cc1ccc(CSc2nc3ccc(NC(=O)CC(C)C)cc3s2)cc1,-11

# Carrying on.
SMILES,RBX1-CUL1 inh
COc1cc(C)c(Cl)c(C)c1S(=O)(=O)N1CCOCC1,-4
CCOC(=O)c1c(NC(=S)Nc2ccc(OC)cc2)sc2c1CCC(C(C)(C)C)C2 (configuration not stated),11
Cc1nc2c(-c3ccc(F)cc3)c(C)nn2c(C)c1CCC(=O)N1CCN(c2ccccc2)CC1,-5
CC(=O)c1ccc2c3c(cccc13)C(=O)N(c1ccccc1)C2=O,4
CCOC(=O)C1CCN(CC(=O)N2CCCc3c2c(=O)oc2ccc(OCc4ccccc4)cc32)CC1,-4
N=C1SC(=O)N(Nc2ccc(S(N)(=O)=O)cc2)C1N1CCOCC1 (configuration not stated),1
CCCCc1ccc(NC(=O)C23CCC(C)(C(=O)O2)C3(C)C)cc1 (configuration not stated),-2
O=C(COC(=O)c1cc2ccccc2cc1O)c1ccc(Br)cc1,1
CSc1cc(-c2ccccc2)nc(N)n1,5
COc1cc(C(=O)Nc2cc(-c3nc4ncccc4o3)ccc2C)cc(OC)c1OC,6
CC(=O)c1ccc2c(c1)CCC(C)(C)O2,5
COc1ccc(CC(=O)NC(C)c2cnc(-c3ccncc3)nc2C)cc1 (configuration not stated),0
CCOC(=O)c1c(NC(=O)CC(C)C)sc2c1CCC(C)C2 (configuration not stated),-3
CCOC(=O)C1(Cc2cccc(Cl)c2)CCCN(C(=O)CCCn2cncn2)C1 (configuration not stated),-1
C=CCNCCCOc1ccc(Cl)c(C)c1,-10
Cn1c(CSc2nc3sc4c(c3c(=O)[nH]2)CCCC4)nnc1SC/C=C/c1ccccc1,-6
O=C(NC1CCCCC1)c1ccc(CSc2nc3ccncc3n2Cc2ccccc2)cc1,7
O=C(c1cc2cc(Cl)cc(Cl)c2oc1=O)N1CCCCC1,9
Clc1ccccc1-c1nc2c3c(-c4ccccc4)c(-c4ccccc4)n(C4CCCCC4)c3ncn2n1,-10
O=C(NC(=O)C(F)(F)F)Oc1ccc2ccccc2c1,3
Cc1cc(NC(=O)CC(c2ccccc2)c2ccccc2)ccc1Br,7
COCCn1c(CN(C)Cc2nc3ccccc3[nH]2)cnc1S(=O)(=O)CC1CC1,-1
COc1ccc(C(=O)Nc2cccc(CN3CCOCC3)c2)cc1COc1cccc(Cl)c1Cl,0
CCCc1ccc(OC(C)C(=O)Nc2sc3c(c2C(=O)OC)CCCCC3)cc1 (configuration not stated),5
COc1ccc(S(=O)(=O)N2CCN(c3cnn(C)c(=O)c3)CC2)cc1OC,7

# (list continues)
SMILES,RBX1-CUL1 inh
CC(C)CSc1nc(N)c(C#N)c(-c2cccs2)c1C#N,-3
C=CCOc1ccc(/C=C2\C(=O)N(c3ccc(OC)cc3)C(C)=C2C(=O)OC)cc1OC,-6
COc1ccc(C(=O)N2CCCCc3ccccc32)cc1OC,10
O=C(O)c1cc(N2C(=O)/C(=C\c3ccc(-c4ccc(Br)cc4)o3)C=C2c2ccccc2)ccc1O,97*
COc1ccc(-n2cc(C(=O)NCc3cccc(OC)c3)c3ccccc3c2=O)cc1,4
Cc1ccccc1-c1nn(-c2ccc(F)cc2F)cc1CN(C)C1CCOC1 (configuration not stated),-8
Cc1ccccc1CNC(=O)c1ccc(CSc2nc3cccnc3n2Cc2ccccc2)cc1,3
